Myeloid diff MLP: induction of myeloid progenitor differentiation, primary screen, cell-based, flow cytometry, MLPCN library. ER-HoxA9 myeloid progenitors, lysozyme-GFP differentiation. calls only at 10 µM. 360,000 compounds, 1% hits. AID 624256, 2012;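 active = normalized GFP-positive differentiation at or above the plate's own cutoff, the solvent-only control mean plus 3 SD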;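 also: cells exposed to compound for four days before flow analysis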
Ins promoter up: insulin promoter activators in MIN6 cells, imaging, high-content screening, mouse beta cells; MIN6 insulin promoter-GFP reporter; active compounds read high; z-score at 5 µM; 190,000 compounds, 0.3% hits; AID 1625, 2009;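 active = z-score above 3 at 5 µM with at least 500 cells counted in the well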
T cell modulator: modulators of CD8 T cell-vesicle binding, primary screen, mouse 2C CD8+ T cells, flow cytometry; 2C CD8+ T cell-vesicle binding; active compounds read low; calls only at 7 µM; 330,000 compounds, 0.068% hits;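 active = response, share of CD8 T cells binding vesicles, and their 90th percentile fluorescence all below set limits, cut at about 80% in these data, passing the limit was not always enough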
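Read-out – percent CD8+ FL2 mean versus row control · System – murine 2C transgenic CD8+ T lymphocytes · Times – 1.5 h cell–vesicle binding at 37 °C, then 20 min icy labelling · Control set – naked vesicles low, QL9 vesicles with vehicle high · Detection – cytometric PE anti-B7-1 and Alexa647 anti-CD8 signals after 1% paraformaldehyde fixation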
b-catenin transl: modulators of beta-catenin nuclear translocation, primary screen, imaging, HeLa cells, immunofluorescence, high-content | 190,000 compounds, 0.3% hits | AID 1665, 2009 | nuclear translocation activity, % at 5 µM;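 active = nuclear translocation activity above 50% at 5 µM, with a well cell count of 50 or more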;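 also: per-cell ratio of nuclear to cytoplasmic median beta-catenin stain intensity; plate controls were DMSO negative control for no effect and GSK-3 inhibitor IX positive control for full effect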
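Test system: human HeLa cell line; Doses: 5 µM primary, 0.02–20 µM confirmation; Incubation: 24 h compound exposure, 37°C; Detection: beta-catenin immunofluorescence imaging with DAPI; Read-out: beta-catenin nuclear/cytoplasmic ratio, % activation.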
Autophagy HCS: autophagy modulators in MEF cells, primary screen, imaging, high-content, MEF GFP-LC3; calls only at 10 µM (by protocol); MEF GFP-LC3 puncta imaging; test concentration mostly 10 µM; 190,000 compounds, 0.98% hits;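 active = percentage of spot-positive cells more than 3 SD above its plate mean, without a fluorescence outlier flag or 80% toxicity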;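 also: spot-positive cell cutoff set from DMSO-treated cells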
MT stabilize HCS: microtubule stabilizers in HeLa cells, primary screen, imaging, high-content imaging; % tubulin-high responders, % at 10 µM; HeLa tubulin immunostaining HCS, 24 h; share of cells brighter than vehicle mean+2SD; 200,000 compounds, 0.83% hits;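 active = plate Z-score above 3 for both tubulin-high and condensed-nucleus cell shares, with cell loss under 80%, at 10 µM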;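 also: anti alpha tubulin signal scored within the nucleus-defined area of each cell; some results filed as inactive read as strong as hits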
Lipid droplet: inhibitors of hepatocyte lipid droplet formation, primary screen, imaging, high-throughput imaging, BODIPY stain; AML12 mouse hepatocytes, oleate lipid droplets; inhibition, % at 6.5 µM; 240,000 compounds, 0.4% hits; AID 1656, 2009;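 active = lipid droplet intensity inhibited by at least 50%, with more than 500 cells counted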
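Test system: AML12 hepatocytes (mouse); reagent: oleate loading, 100 µM; dosing: one dose, 6.5 µM compound; incubation: overnight exposure; signal: fluorescence imaging, 20x objective, two fields per well; read-out basis: % inhibition of corrected integrated BODIPY droplet signal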
WT yeast gro inh: growth inhibition of WT strain, primary screen, mitochondrial fusion inhibitor project, WT and mutant strains, chemical genetic; 190,000 compounds, 2.1% hits; inhibition, % at 10 µM; mitochondrial fusion phenotypic screen; in the data active = inhibition above about 58%; tested in S. cerevisiae
West Nile virus CPE: West Nile virus antiviral activity, cell-based, CPE readout (AID 1621). West Nile virus-infected cells, CPE inhibition; higher % means a stronger effect. CPE inhibition, % at 10 µM; hits with a dose series show IC50 in µM. 290,000 compounds, 0.02% hits; in the data active = a potency from the dose series; also: strong numbers were not always called active
WT yeast gro inh mutant strain: also measured in WT yeast gro inh; calls as there; inhibition, %; mitochondrial fusion phenotypic screen, mutant strain inhibition
Ins promoter up cell count: further read-out of Ins promoter up, marked with its call; cell count; measured here: cytotoxicity, nuclei count;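 total cells summed across four imaged fields per well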
Lipid droplet cells 6.5 µM: also measured in Lipid droplet; calls as there; cell count; measured here: cell count, cytotoxicity flag;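 cells counted across two imaged fields per well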
b-catenin transl cell count 5 µM: second read-out of b-catenin transl, no call of its own (marks repeat the call); cell count; measured here: cell count, cytotoxicity flag
T cell modulator vesicle-bound %: recorded beside T cell modulator, whose call it bears; double positive events, %; measured here: CD8+ vesicle-bound cell fraction;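 binding gate set so that unloaded-vesicle control wells show 10% double positive cells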
MT stabilize HCS Hoechst-high %: second read-out of MT stabilize HCS, no call of its own (marks repeat the call); % Hoechst-high responders; measured here: nuclear condensation Hoechst responders;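 share of cells brighter than vehicle mean plus two SD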
MT stabilize HCS cytotoxicity %: second read-out of MT stabilize HCS, no call of its own (marks repeat the call); toxicity, %; measured here: cytotoxicity by cell density;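 0% = mean cell density of plate MIN control wells and 100% = no cells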
Autophagy HCS cell loss 18 h: second read-out of Autophagy HCS, no call of its own (marks repeat the call); toxicity, %; measured here: cell loss, nuclei count;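 cell loss after 18 h compound exposure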
Myeloid diff MLP GFP+ MAC1+ %: second read-out of Myeloid diff MLP, no call of its own (marks repeat the call); GFP+ MAC1+ double positive, %; measured here: differentiation confirmed by MAC1 staining
Numbers without * were called inactive; i = inactive; nt = not tested or not shown.

Sequence of screens: Myeloid diff MLP, b-catenin transl, b-catenin transl cell count 5 µM, West Nile virus CPE, Autophagy HCS, WT yeast gro inh mutant strain, Ins promoter up, Lipid droplet cells 6.5 µM, T cell modulator vesicle-bound %, MT stabilize HCS cytotoxicity %, WT yeast gro inh, Lipid droplet, Ins promoter up cell count, T cell modulator, Myeloid diff MLP GFP+ MAC1+ %, Autophagy HCS cell loss 18 h, MT stabilize HCS Hoechst-high %, MT stabilize HCS
(1) COc1ccc(C(=O)NC2CCN(C(=S)Nc3cccc(C)c3C)CC2)cc1
    i, nt, nt, nt, i, -13, nt, nt, 10, 9.8, 6, nt, nt, i, 6.6, 6, 1.3, 2.1
(2) O=C(N/N=C/c1ccco1)c1cc(=O)[nH]c2ccccc12
    i, -0.3, 1132, 0.3%, i, 4, -0.33, 691, 31, 5.6, -12, 7, 1199, i, 0.0, 4, 3.2, 3.5
(3) COC(=O)C1=C(N)Oc2c(oc(CO)cc2=O)C1c1ccc(F)cc1 (stereo not drawn)
    i, 1.2, 1208, 0.1%, nt, nt, 0.22, 768, 36, nt, nt, -6, 1078, i, 0.3, nt, nt, nt
(4) Cc1ccc(S(=O)CCNC(=O)Cc2ccc(Cl)cc2)cc1 (stereo not drawn)
    i, -2.7, 1091, -1.0%, i, 3, -0.07, 652, 38, 1.5, 7, 2, 1575, i, 1.0, 9, 1.1, 1.7
(5) COC(=O)c1cc(=O)n(-c2ccc(C(F)(F)F)cc2)[nH]1
    i, -2.0, 1084, -0.2%, nt, nt, nt, 630, 31, nt, nt, 22, nt, i, 0.8, nt, nt, nt
(6) Cc1ccccc1SCC(=O)OCC(=O)Nc1ccc(N(C)C)cc1
    i, -1.6, 1082, 0.2%, i, 10, -0.53, 683, 19, 5.6, -9, 0, 1383, i, 1.0, -6, 1.9, 6.3
(7) COC(CNC(=O)c1ccc(N2CCC3(CC2)OCCO3)c([N+](=O)[O-])c1)OC
    i, 0.6, 1043, -0.1%, i, 0, 0.54, 638, 25, 8.8, 4, -7, 1491, i, 0.9, 28, 0.8, 1.9
(8) CCn1c(SCC(=O)c2ccc3c(c2)OCCO3)nnc1C(C)C
    i, -2.6, 932, 0.0%, i, 26, -0.38, nt, 62, 6.2, 3, nt, 1111, i, 1.5, 7, 2.0, 4.1
(9) CN1/C(=C\C(=O)CSc2nnc(N)s2)C(C)(C)c2ccccc21
    i, nt, nt, 0.3%, i, 2, -0.62, 588, 33, 1.3, 4, -41, 859, i, 0.3, 5, 2.5, 4.9
(10) CCCCN(C(=O)NCCCCCCNC(=O)N(CCCC)C1CCS(=O)(=O)C1)C1CCS(=O)(=O)C1 (stereo not drawn)
    i, nt, nt, -0.1%, nt, nt, nt, 686, 10, nt, nt, -2, nt, i, 1.3, nt, nt, nt
(11) CCN(C(=O)CSc1cc(C)c2ccccc2n1)c1c(N)n(Cc2ccccc2)c(=O)[nH]c1=O
    i, -2.0, 1026, 0.8%, i, -15, 0.03, 646, 53, 6.4, -20, 1, 1683, i, 0.4, 27, 1.0, 3.0
(12) CC(C)NC(=O)c1ccccc1S(=O)c1ccccc1C#N (stereo not drawn)
    i, 1.2, 1369, -0.1%, i, -12, 0.6, nt, 29, 5.7, 2, nt, 1403, i, 0.5, -3, 1.1, 1.1
(13) N#C/C(=C\c1cn(Cc2ccccc2C#N)c2ccccc12)C(=O)NCc1cccs1
    nt, -2.0, 1276, nt, i, -18, -0.25, nt, 34, 100, 0, nt, 1460, i, nt, -36, nt, i
(14) COC(=O)c1ccc(OCC(O)CN(CCO)CC(O)Cn2ccc3ccccc32)cc1 (stereo not drawn)
    i, -0.1, 1174, -0.1%, i, 20, -0.35, 640, 51, 1.6, 8, -30, 1430, i, 0.2, 24, 2.1, 2.3
(15) Cc1noc(NS(=O)(=O)c2ccc(N)cc2)c1C
    i, -1.6, 597, 0.1%, i, -12, nt, 701, 12, 2.6, 4, 1, nt, i, 1.9, 9, 1.7, 3.1

Complete entries from above.
Cc1ccc(S(=O)CCNC(=O)Cc2ccc(Cl)cc2)cc1 (stereo not drawn) in the list: Myeloid diff MLP: i; b-catenin transl: -2.7; b-catenin transl cell count 5 µM: 1091; West Nile virus CPE: -1.0%; Autophagy HCS: i; WT yeast gro inh mutant strain: 3; Ins promoter up: -0.07; Lipid droplet cells 6.5 µM: 652; T cell modulator vesicle-bound %: 38; MT stabilize HCS cytotoxicity %: 1.5; WT yeast gro inh: 7; Lipid droplet: 2; Ins promoter up cell count: 1575; T cell modulator: i; Myeloid diff MLP GFP+ MAC1+ %: 1.0; Autophagy HCS cell loss 18 h: 9; MT stabilize HCS Hoechst-high %: 1.1; MT stabilize HCS: 1.7
CCN(C(=O)CSc1cc(C)c2ccccc2n1)c1c(N)n(Cc2ccccc2)c(=O)[nH]c1=O in the list: Myeloid diff MLP: i; b-catenin transl: -2.0; b-catenin transl cell count 5 µM: 1026; West Nile virus CPE: 0.8%; Autophagy HCS: i; WT yeast gro inh mutant strain: -15; Ins promoter up: 0.03; Lipid droplet cells 6.5 µM: 646; T cell modulator vesicle-bound %: 53; MT stabilize HCS cytotoxicity %: 6.4; WT yeast gro inh: -20; Lipid droplet: 1; Ins promoter up cell count: 1683; T cell modulator: i; Myeloid diff MLP GFP+ MAC1+ %: 0.4; Autophagy HCS cell loss 18 h: 27; MT stabilize HCS Hoechst-high %: 1.0; MT stabilize HCS: 3.0

3 of the entries above in order of their number in Myeloid diff MLP GFP+ MAC1+ %, high to low:
no. | molecule | Myeloid diff MLP GFP+ MAC1+ %
8 | CCn1c(SCC(=O)c2ccc3c(c2)OCCO3)nnc1C(C)C | 1.5
6 | Cc1ccccc1SCC(=O)OCC(=O)Nc1ccc(N(C)C)cc1 | 1.0
11 | CCN(C(=O)CSc1cc(C)c2ccccc2n1)c1c(N)n(Cc2ccccc2)c(=O)[nH]c1=O | 0.4

Next section
Sequence of screens: Myeloid diff MLP, b-catenin transl, b-catenin transl cell count 5 µM, West Nile virus CPE, Autophagy HCS, WT yeast gro inh mutant strain, Ins promoter up, Lipid droplet cells 6.5 µM, T cell modulator vesicle-bound %, MT stabilize HCS cytotoxicity %, WT yeast gro inh, Lipid droplet, Ins promoter up cell count, T cell modulator, Myeloid diff MLP GFP+ MAC1+ %, Autophagy HCS cell loss 18 h, MT stabilize HCS Hoechst-high %, MT stabilize HCS
(16) CCOC(=O)C(=CNc1cc(Cl)c(-c2ccco2)c(Cl)c1)C(=O)OCC
    i, 0.3, 1324, -0.2%, nt, nt, -0.71, 708, 14, nt, nt, -25, 1014, i, 0.3, nt, nt, nt
(17) CCOC(=O)N1CCN(C(=O)CSc2nnc(-c3ccc(C)c(C)c3)o2)CC1
    i, nt, nt, -0.6%, i, -4, 0.01, nt, 65, 7.1, -3, nt, 994, i, 4.1, 4, 3.1, 1.6
(18) CCOC(=O)C1=C(C)NC(=O)NC1c1ccc2c(c1)OCCO2 (stereo not drawn)
    i, -4.6, 997, -0.2%, i, -10, 0.27, nt, 50, 9.5, -8, nt, 1187, i, 0.5, 4, 2.2, 4.5
(19) COc1ccc(CN(CC(=O)NCc2ccc(F)cc2)C(=O)CCC(=O)Nc2cc(C)ccn2)cc1
    i, nt, nt, -0.2%, nt, nt, nt, 761, 28, nt, nt, -6, nt, i, 0.0, nt, nt, nt

High-throughput results deposited in PubChem BioAssay by several laboratories.
